High-throughput results from PubChem.
TEAD-YAP block – TEAD-YAP interaction inhibition. AID 1259422. HEK-TIYL cells, TEAD-Gal4/YAP UAS-luciferase luminescence. inhibition, % at 9.12 µM. hit rate 1.4% among 640,000; in the data active means inhibition above about 32%;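 further: 0% = median of test compound wells and 100% = reference inhibitor wells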
FBW7 activator – human FBW7 E3 ligase activation, primary screen; AID 1259310; Q969H0; normalized activity (activation), % at 26.1 µM; hit rate 0.13% among 650,000; AlphaScreen FBW7–phospho-cyclin E peptide binding, activator screen; in the data active means normalized activity above about 1.9%;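 further: purified mutant Fbw7 with reduced substrate affinity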
Target sequence (Q969H0 whole entry, looked up): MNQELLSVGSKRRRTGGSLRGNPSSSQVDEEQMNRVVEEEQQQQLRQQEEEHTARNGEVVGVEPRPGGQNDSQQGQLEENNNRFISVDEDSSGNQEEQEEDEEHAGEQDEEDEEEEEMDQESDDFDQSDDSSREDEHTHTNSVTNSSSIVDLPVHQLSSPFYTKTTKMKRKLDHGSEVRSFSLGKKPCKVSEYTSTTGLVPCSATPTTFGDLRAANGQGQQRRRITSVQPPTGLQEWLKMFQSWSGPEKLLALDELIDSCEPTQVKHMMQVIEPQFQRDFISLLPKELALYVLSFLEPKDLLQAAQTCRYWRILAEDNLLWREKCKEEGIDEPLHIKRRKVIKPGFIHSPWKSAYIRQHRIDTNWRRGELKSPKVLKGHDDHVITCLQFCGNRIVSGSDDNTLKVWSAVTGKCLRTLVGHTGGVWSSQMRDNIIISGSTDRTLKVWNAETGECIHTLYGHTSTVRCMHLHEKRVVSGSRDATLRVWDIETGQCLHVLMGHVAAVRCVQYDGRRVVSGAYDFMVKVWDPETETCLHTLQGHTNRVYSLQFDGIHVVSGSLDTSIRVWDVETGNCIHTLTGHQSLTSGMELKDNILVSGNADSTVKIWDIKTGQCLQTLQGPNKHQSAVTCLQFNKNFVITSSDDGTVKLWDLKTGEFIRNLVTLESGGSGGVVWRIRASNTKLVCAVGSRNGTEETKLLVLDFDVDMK
MITF inh – blocks human microphthalmia-associated transcription factor | inhibition, % at 2.6 µM | AID 1259374 | hit rate 0.91% among 650,000 | O75030 | AlphaScreen MITF homodimerization, bead proximity signal; in the data active means inhibition above about 50%;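 further: 0% = vehicle wells with protein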
GPR151 activ – human GPR151 activation. Q8TDV0. PathHunter beta-arrestin GPR151 cells, luminescence. activation, % at 11.2 µM. hit rate 1% among 650,000; in the data active means activation above about 4.9%;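 further: 0% = median of compound wells and 100% = cells with positive control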
Target sequence (Q8TDV0 whole entry, looked up): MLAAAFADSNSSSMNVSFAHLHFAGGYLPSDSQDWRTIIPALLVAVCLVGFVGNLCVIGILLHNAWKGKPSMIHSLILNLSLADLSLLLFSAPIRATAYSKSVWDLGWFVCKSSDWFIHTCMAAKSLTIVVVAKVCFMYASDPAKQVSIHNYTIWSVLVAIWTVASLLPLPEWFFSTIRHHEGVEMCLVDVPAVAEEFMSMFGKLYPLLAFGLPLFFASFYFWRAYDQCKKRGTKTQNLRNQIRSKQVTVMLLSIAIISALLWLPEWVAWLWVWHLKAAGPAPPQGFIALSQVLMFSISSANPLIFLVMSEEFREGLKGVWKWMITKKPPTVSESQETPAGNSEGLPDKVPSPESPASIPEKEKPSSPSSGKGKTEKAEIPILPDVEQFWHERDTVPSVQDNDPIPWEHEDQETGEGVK
Starred values were filed as active, the others as inactive.

mol	TEAD-YAP block	FBW7 activator	MITF inh	GPR151 activ
N#Cc1c2c(c(N3CCN(C(c4ccccc4)c4ccccc4Cl)CC3)n3c1nc1ccccc13)CCC2 (stereo not drawn)	14.9	0.1	4.4	0.4
Cc1nn(-c2ccccc2)c(-n2cccc2)c1C(=O)NCc1cccs1	-1.3	0.1	-3.1	0.4
FC(F)(F)c1c2c(nc3cc(-c4ccc(Cl)cc4)nn13)CCC2	2.4	-0.1	-4.7	-0.9
O=C(CCc1nc(-c2ccc(Cl)cc2)no1)NC1CCCCC1	3.8	0.1	-4.4	0.0
COc1ccc(CCNC(=O)CN2N=C(c3ccc(C)cc3)CCC2=O)cc1OC	-7.1	0.0	-5.7	6.7*
CC1CCc2c(sc3nc(SCC(=O)NCCc4ccccc4)n(-c4ccccc4)c(=O)c23)C1 (stereo not drawn)	-2.2	-0.1	0.8	-0.2
COCCn1c(=NC(=O)c2cccc(OC)c2)sc2cc(S(C)(=O)=O)ccc21	-3.3	-0.1	-2.3	-1.0
CN1C(N)=NC(=O)/C1=C/c1cccnc1	2.7	0.0	-3.4	1.2

mol	TEAD-YAP block	FBW7 activator	MITF inh	GPR151 activ
O=c1c(-c2ccc(Cl)cc2)coc2cc(O)ccc12	16.3	0.0	3.5	-4.3
COc1cc2c(cc1OC)C(COc1cccc(C(F)(F)F)c1)N(C(=O)c1ccc(S(=O)(=O)N3CCOCC3)cc1)CC2 (stereo not drawn)	11.9	0.1	-3.3	-1.1
Cc1cc(Cl)ccc1OCC(=O)NNC(=O)c1cccs1	4.6	0.1	7.9	-0.5
Cc1ccc(-c2nnc(CC(=O)NCCc3ccc(Cl)cc3)o2)cc1	-21.6	-0.1	-4.7	2.3
O=C(NC1CC1)c1ccc(-c2nc(NCc3cccc(C(F)(F)F)c3)c3ncn(-c4ccsc4)c3n2)cc1	8.1	0.3	6.4	1.0
CCO/C=C1/C(=O)N(c2ccc(C)c(C)c2)C(=O)c2ccccc21	-0.8	0.2	3.8	0.1
CC(=O)Oc1ccc2c(c1)CCC1C3CCC(=O)C3(C)CC(OC(C)=O)C21O (stereo not drawn)	8.9	0.0	-15.1	1.1
Cc1cc(C(=O)OCC(=O)c2ccc(Cl)c([N+](=O)[O-])c2)c2cccc(C)c2n1	-5.3	0.2	5.0	0.7

mol	TEAD-YAP block	FBW7 activator	MITF inh	GPR151 activ
Cc1ccccc1CN1C(=O)C(C)Sc2ccccc21 (stereo not drawn)	-8.8	0.0	-0.5	1.9
O=C1C=C(C(Cl)(Cl)Cl)OC12CCCCC2	7.5	-0.1	7.0	0.5
O=C(Nc1cccc([N+](=O)[O-])c1)C(Cc1ccccc1)N1Cc2ccccc2C1=O (stereo not drawn)	-3.7	0.1	-3.8	1.3
CC(=O)c1ccc2c3c(cccc13)C(=O)N(c1c(C)nn(C)c1C)C2=O	10.3	0.2	10.9	-0.9
COc1cc(N2CCOCC2)ccc1Nc1cc(Nc2ccccc2C(N)=O)c(C(F)F)cn1	-11.2	0.0	-4.6	-0.3
O=C(CSc1nc2ccc(Nc3nc(Nc4ccccc4)nc(N4CCCC4)n3)cc2s1)Nc1ccc(F)cc1	-3.5	0.0	5.0	-0.4
CC(C)=CC(=O)Nc1nc2ccc([N+](=O)[O-])cc2s1	-7.1	0.0	9.6	-0.2
CN(Cc1ccncc1)C(Cc1ccccc1)C1CCN(Cc2ncc[nH]2)CC1 (stereo not drawn)	0.0	0.0	1.0	-0.7

mol	TEAD-YAP block	FBW7 activator	MITF inh	GPR151 activ
CCCn1nnnc1NC(=O)COc1ccc(Cl)cc1C	-1.8	-0.9	-5.9	2.7
CCCc1nc(SCC(=O)Nc2cc(C)on2)c2c(=O)n(C)c(=O)n(C)c2n1	6.7	-0.1	3.1	1.3
Cc1ccc(C(C)C)c(Oc2cc(NC(=O)C3CCCN3C(=O)OCc3ccccc3)cc([N+](=O)[O-])c2)c1 (stereo not drawn)	7.4	0.0	7.7	0.7
CCOC(=O)c1ccc2[nH]c3ccccc3c2c1	-34.7	0.1	1.2	0.1
Cc1cc(NS(=O)(=O)c2ccc(NC(=O)CC34CC5CC(CC(C5)C3)C4)cc2)no1	3.2	0.0	0.7	0.0
CCOC(=O)c1sc2nc3c(c(-c4ccc(Cl)cc4)c2c1N)CCCC3	3.0	-0.1	-3.3	0.8
NC(=O)C1CCN(S(=O)(=O)c2cccc(S(=O)(=O)N3CCCCC3)c2)CC1	5.1	-0.2	9.6	-0.9
CCCCc1ccc(NC(=O)COc2ccc(C(C)C)cc2)cc1	6.0	0.1	-7.1	-1.0

mol	TEAD-YAP block	FBW7 activator	MITF inh	GPR151 activ
O=C(NC1CCN(C(=S)NCc2ccco2)CC1)C12CC3CC(CC(C3)C1)C2	4.5	1.1	13.3	-0.7
CCOC(=O)c1c(N)sc(C(=O)Nc2ccc(Cl)cc2)c1C	-14.6	0.1	17.2	-3.9
COc1ccc(S(=O)(=O)Nc2ccc(-c3nnc4n3CCCCC4)cc2)cc1	-1.2	-0.2	-3.3	0.8
C=CCN(C(=O)Nc1ccccc1)C1CC(=O)N(c2ccc(OC)cc2)C1=O (stereo not drawn)	-5.6	0.0	-0.2	0.2
COc1ccccc1CNC(=O)CC(=O)Nc1ccc2nc3n(c(=O)c2c1)CCCCC3	-2.6	-0.1	3.2	-1.1
Cc1nc2nc(CSc3ccc(Cl)cc3)cc(=O)n2[nH]1	2.7	0.9	4.1	-0.1
O=C(Nc1cccnc1)c1cc(-c2ccco2)on1	-8.8	-0.1	-10.5	1.4
Cc1ccc(NC(=O)COC(=O)[C@H](Cc2ccccc2)NC(=O)c2ccco2)cc1F	-3.1	0.0	-2.2	0.2

mol	TEAD-YAP block	FBW7 activator	MITF inh	GPR151 activ
CCOC(=O)N1CCc2c(sc(NC(=O)c3ccc(S(=O)(=O)N(C)C4CCCCC4)cc3)c2C(N)=O)C1	20.1	0.2	-3.0	2.2
O=c1oc(C2CCCCC2)nc2ccc(-c3ccc4nc(C5CCCCC5)oc(=O)c4c3)cc12	2.5	0.2	5.7	-0.4
N#C/C(=C\c1c(Oc2ccc(F)cc2)nc2ccccn2c1=O)C(=O)NC1CCCC1	8.5	0.1	15.9	-6.3
O=c1[nH]c(SCc2cccc(F)c2)nc2c1sc(=S)n2-c1ccccc1	-5.7	0.0	-5.9	-1.4
CCCCn1nnnc1SCC(=O)Nc1ccccc1N1CCOCC1	4.3	0.1	19.1	-0.4
CN1C(=O)CC(NCc2ccc(S(N)(=O)=O)cc2)C1=O (stereo not drawn)	-1.3	0.0	-1.2	0.0
CCc1ccccc1NC(=O)N1CCOc2ccccc21	-1.1	-0.1	-0.8	-2.7
COCCOC(=O)c1c(C)oc2ccc(NS(=O)(=O)c3ccc(C)cc3)cc12	6.5	-0.1	4.9	-0.3

mol	TEAD-YAP block	FBW7 activator	MITF inh	GPR151 activ
COC(=O)c1ccc(NC(=O)Cn2nc(SC)n(N)c2=S)cc1	14.8	0.1	14.4	0.3
COc1ccc([N+](=O)[O-])cc1NC(=O)c1nn(C)c2c1COc1ccccc1-2	-1.4	0.0	-0.3	-0.5
Cc1sc2ncnc(N(C)Cc3ccco3)c2c1C	-10.6	-0.1	-1.2	1.6
Cc1ccc2c(c1)nnn2C1CCN(C(=O)c2cccs2)CC1	2.1	-0.1	3.0	-0.7
Cc1cc2c(/C=C/C(=O)O)nc(-c3ccccc3)nc2s1	3.9	0.2	7.5	1.5
Cc1ccc(C(=O)NCc2ccc(F)cc2)c(C)c1	1.4	0.0	6.0	4.5
CN1CCN(C(=O)C2CCCN(c3nnc(N4CCCC4=O)s3)C2)CC1 (stereo not drawn)	2.4	0.0	0.4	-0.5
COc1ccc2c(c1)OC(C)CN(CCNC(=O)c1cccc(N3CCNC3=O)c1)C2 (stereo not drawn)	-9.0	0.2	0.4	-1.3

mol	TEAD-YAP block	FBW7 activator	MITF inh	GPR151 activ
O=c1oc2ccccc2cc1-c1nc2ccccc2o1	-53.0	1.0	16.9	-7.4
COC(=O)c1cc(S(=O)(=O)N2CCN(c3ccc(C(C)=O)cc3)CC2)cn1C	9.0	-0.1	0.7	-0.6
Cc1cccc(Cc2cnc(NC(=O)CCc3ccc(C)o3)s2)c1	32.2*	0.3	14.4	0.2
Cc1ccccc1C(=O)NC(=S)NCc1ccc(-c2nn3c(C)nnc3s2)cc1	13.5	0.0	4.5	-0.3
CC(C)(O)C(=O)NC(/C=C/c1ccc(Cl)cc1Cl)C(C)(C)C (stereo not drawn)	0.4	-0.1	6.1	-1.4
COC(=O)c1cccc(-n2c(C)cc(/C=C(/C#N)C(=O)NCc3ccccc3)c2C)c1	15.7	0.6	11.1	-0.4
Cc1cccc(-n2c(CNC(=O)COc3ccc(Cl)cc3Cl)n[nH]c2=S)c1	-1.5	0.0	-10.7	-0.2
COC(=O)c1ccccc1NC(=O)CN(c1ccc(OC)cc1OC)S(C)(=O)=O	11.9	-0.1	-1.3	9.5*

mol	TEAD-YAP block	FBW7 activator	MITF inh	GPR151 activ
CCOC(=O)COc1ccc(C(=O)NC2CCCCC2)cc1	7.8	0.0	-3.0	-0.8
COc1cccc(N2C(=O)c3ccc4c5c(ccc(c35)C2=O)CC4)c1	1.0	0.7	12.5	-0.3
COc1ccccc1-n1cc(CN2CCCC(N3CCOCC3)C2)cn1 (stereo not drawn)	-3.4	-0.2	1.3	-0.5
CC(=O)Nc1nc2ccc(NC(=O)c3ncoc3-c3cccc(C)c3)cc2s1	5.0	0.2	16.3	-0.3
COc1ccccc1CCNc1nc(CN2CCN(C(C)C)CC2)nc2ccccc12	-1.9	0.2	3.7	-1.1
CC(C)(C)NC(=O)CN(C(=O)c1snc(C(=O)NC2CCCCC2)c1N)C(C)(C)C	3.2	-0.1	9.0	0.2
Cc1cc(NS(=O)(=O)c2ccc3c(c2)C(C)(C)C(=O)N3C)ccc1Br	-5.6	-0.1	-20.2	-1.8
CC1CCCC(NC(=O)C2N(CCN(C)Cc3ccccc3)C(=O)C3C(C(=O)Nc4ccc(Cl)cc4)C4C=CC32O4)C1C (stereo not drawn)	5.4	0.5	20.1	-1.7

Reprinted at random: seven records from the list
mol	TEAD-YAP block	FBW7 activator	MITF inh	GPR151 activ
COc1ccccc1-n1cc(CN2CCCC(N3CCOCC3)C2)cn1 (stereo not drawn)	-3.4	-0.2	1.3	-0.5
CCOC(=O)COc1ccc(C(=O)NC2CCCCC2)cc1	7.8	0.0	-3.0	-0.8
CC(C)(C)NC(=O)CN(C(=O)c1snc(C(=O)NC2CCCCC2)c1N)C(C)(C)C	3.2	-0.1	9.0	0.2
Cc1cc(NS(=O)(=O)c2ccc3c(c2)C(C)(C)C(=O)N3C)ccc1Br	-5.6	-0.1	-20.2	-1.8
CC1CCCC(NC(=O)C2N(CCN(C)Cc3ccccc3)C(=O)C3C(C(=O)Nc4ccc(Cl)cc4)C4C=CC32O4)C1C (stereo not drawn)	5.4	0.5	20.1	-1.7
CC(=O)Nc1nc2ccc(NC(=O)c3ncoc3-c3cccc(C)c3)cc2s1	5.0	0.2	16.3	-0.3
COc1ccccc1CCNc1nc(CN2CCN(C(C)C)CC2)nc2ccccc12	-1.9	0.2	3.7	-1.1

(list continues)
mol	TEAD-YAP block	FBW7 activator	MITF inh	GPR151 activ
CN(Cc1ccon1)C(=O)CC1C(=O)NCCN1Cc1ccc2ccccc2c1 (stereo not drawn)	-4.0	-0.1	7.2	0.2
CC(CC(=O)NC1CCCCCC1)CC1=NS(=O)(=O)c2ccccc2N1 (stereo not drawn)	-2.4	0.1	6.0	2.7
Cc1ccc(OCC(=O)Nc2ccc(S(=O)(=O)Nc3nccs3)cc2)cc1	-9.6	-0.1	-6.5	-0.9
COc1cc(C(O)c2nccn2C)cc(OC)c1OC (stereo not drawn)	-6.5	0.0	-38.9	0.1
COc1cc(C(=O)n2cnc3ccccc32)ccc1OCc1ccc(Cl)cc1	13.7	0.6	11.3	-3.6
COC(=O)CN1C(=O)C(O)(C(F)(F)F)c2cc(C(O)(C(F)(F)F)C(F)(F)F)ccc21 (stereo not drawn)	7.3	0.0	6.4	0.8
COc1ccc(N(CC(=O)Nc2ccc(Cl)cc2)S(C)(=O)=O)cc1Cl	3.7	-0.1	-0.6	1.4
COc1ccc(C2C=C(c3ccc(Cl)cc3)Nc3nc(CCCO)nn32)cc1OC (stereo not drawn)	-3.0	0.9	17.7	1.4

mol	TEAD-YAP block	FBW7 activator	MITF inh	GPR151 activ
CC(C)N1CCN(Cc2ccc(Sc3nncn3C)o2)CC1CCO (stereo not drawn)	-0.8	0.1	12.2	-0.9
O=C1NC2(CCCC2)N=C1c1ccc(Cl)cc1	-5.9	-0.1	-11.6	0.9
COc1cccc2cc(C(=O)Nc3cccc(Cl)c3)c(=O)oc12	-5.8	0.1	17.5	-1.9
COc1cc(C2C(C#N)=C(N)Oc3n[nH]c(-c4cccs4)c32)cc(OC)c1OC(C)=O (stereo not drawn)	2.2	-0.2	3.6	-0.5
COc1ccc(N2CC(O)(c3ccc(Cl)cc3)[N+]3=C2CCCC3)cc1 (stereo not drawn)	-5.2	0.2	4.5	0.1
COc1ccc(C(CC(=O)NCc2ccc3c(c2)OCO3)NS(=O)(=O)c2ccc(OC)cc2)cc1 (stereo not drawn)	8.6	0.0	3.4	0.3
COc1ccc(-c2cc3nc4c(c(NCCN)n3n2)CCC4)cc1OC	-23.0	0.3	11.2	-0.3
Nc1nnc(SCC(=O)OCc2ccccc2)s1	7.1	-0.1	4.5	-1.1
CC1=C(C(=O)OCC2CCCCC2)C(c2ccc(OCc3ccccc3)cc2)NC(=O)N1 (stereo not drawn)	17.4	0.7	12.8	-1.2
O=C(c1ccc(Cl)cc1Cl)N1CCN(c2ccccc2)CC1	-33.8	0.0	-1.6	1.1

This is a random part of the collection; overall some 3.5% were active at least once.
